# Bioassay records deposited in PubChem by several laboratories.
# Rpn11 block – inhibitors of human proteasome Rpn11 | 360,000 tested, 0.59% active | human 26S proteasome, Ub4-pepOG fluorescence polarization; 20S core pre-blocked with epoxomicin | O00487 | calls only at 20 µM;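 active = inhibition at 20 µM, scaled to each plate's controls, above about 33%, limit read from the data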
# Target sequence (O00487 whole entry, looked up): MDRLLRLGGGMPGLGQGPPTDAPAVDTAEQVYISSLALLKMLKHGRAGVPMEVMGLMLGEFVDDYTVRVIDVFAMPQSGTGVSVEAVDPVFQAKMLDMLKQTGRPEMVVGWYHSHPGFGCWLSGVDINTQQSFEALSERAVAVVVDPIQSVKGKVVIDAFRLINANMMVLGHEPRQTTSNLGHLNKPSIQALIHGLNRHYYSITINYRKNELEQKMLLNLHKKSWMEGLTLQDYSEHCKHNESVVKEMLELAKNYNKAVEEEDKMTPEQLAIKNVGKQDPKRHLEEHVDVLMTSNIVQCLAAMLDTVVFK
# DNMT1 block – blocks human DNA methyltransferase DNMT1 | P26358 | DNMT1 molecular beacon, Hinp1I cleavage, fluorescence | inhibition (reported as % activation of signal), % at 10 µM | 360,000 tested, 0.83% active | AID 588458; in the data active = inhibition above about 50%
# NadD inh – NadD (S. aureus) enzyme inhibition; purified NadD enzyme, colorimetric absorbance read-out; inhibition, % at 20 µM; 360,000 tested, 0.78% active; AID 602399; in the data active = inhibition above about 26%; also: some compounds past the cut are filed as inactive
# LMPTP block – LMPTP (human) inhibition. inhibition, % at 20 µM. 360,000 tested, 0.22% active. AID 651560. recombinant LMPTP-A, OMFP fluorogenic substrate, fluorescence intensity. P24666;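 active = compounds that cut the enzyme signal by at least half of the control window in the single-dose screen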;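 also: plate controls were DMSO wells with enzyme plus substrate for no effect and substrate without enzyme for full effect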
# Target sequence (P24666 whole entry, looked up): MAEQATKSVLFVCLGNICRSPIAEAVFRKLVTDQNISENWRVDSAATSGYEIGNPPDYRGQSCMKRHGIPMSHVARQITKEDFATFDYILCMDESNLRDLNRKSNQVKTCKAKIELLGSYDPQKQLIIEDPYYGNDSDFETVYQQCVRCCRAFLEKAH
#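 Test system – LMPTP-A phosphatase enzyme · Quantity – 0.625 nM LMPTP-A final · Reagent – OMFP substrate, 400 µM final · Dosing – one test concentration per compound, 20 µM, with 3% DMSO overall · Timing – 50 min enzyme reaction at room temperature, protected from light · Detection – fluorescence intensity · Controls – substrate-only low control, DMSO enzyme-plus-substrate high control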
# CSN inh – CSN deneddylation inhibition. 360,000 tested, 0.38% active. AID 651999. Purified CSN, SCF-Nedd8-OG deneddylation, fluorescence polarization. inhibition, % at 12.5 µM. Q92905;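 active = pattern-corrected inhibition above about 35%, with an unprinted fluorescence ratio check between 0.5 and 1.5, limit read from the data, passing the limit was not always enough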;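 also: 0% = enzyme with substrate and 100% = substrate without enzyme; some results filed as inactive read as strong as hits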
#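 Test system: Human Csn5 produced in HEK293T cells | Compound: 12.5 µM single point | Times: 90 min, room temperature | Signal: Fluorescence polarization readout | Read-out basis: % inhibition of substrate cleavage by Csn5 | Controls: no-enzyme wells high, enzyme-with-substrate wells low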
# STEP block – blocks human striatal-enriched tyrosine phosphatase; 360,000 tested, 0.25% active; recombinant STEP, OMFP fluorogenic substrate, fluorescence; inhibition, % at 20 µM; P54829;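 active = inhibition at 20 µM, scaled per plate between control wells, above about 37%, limit read from the data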;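 also: 0% = DMSO with enzyme and substrate and 100% = substrate only without enzyme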
#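 Material: STEP (striatal-enriched tyrosine phosphatase) enzyme, cell-free; Compound dosing: 20 µM single dose in 1% DMSO; Technique: fluorescence read at 480 nm ex / 540 nm em; Times: reaction 20 min, ambient temperature; Medium: 50 mM Bis-Tris pH 6.0 with 2.5 mM DTT and 0.005% Tween 20; Also added: OMFP at 25 µM.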
# Rin1-Abl PPI inh – blocks binding of human Rin1 to Abl; P00519+Q13671; TR-FRET Rin1/Abl binding, biochemical; inhibition, % at 7.35 µM; 360,000 tested, 0.4% active; AID 588664; in the data active = inhibition above about 5%, passing the limit was not always enough
# SUMO1-SIM PPI – SUMO1-SIM interaction modulation. inhibition, % at 20 µM. P63165. SUMO1 binding to a labelled peptide, TR-FRET, 1 h. 360,000 tested, 0.33% active; in the data active = inhibition above about 37%
# Target sequence (P63165 whole entry, looked up): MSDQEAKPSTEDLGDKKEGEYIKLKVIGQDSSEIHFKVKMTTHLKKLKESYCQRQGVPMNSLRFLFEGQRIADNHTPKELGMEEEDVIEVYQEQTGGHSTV
# Neddyl block – blocks human cullin neddylation. AID 651699. 360,000 tested, 0.58% active. TR-FRET cullin neddylation, biochemical. calls only at 25 µM. P61081+Q13564; in the data active = inhibition above about 36%
# Scp-1 inhibitor – Scp-1 (human) phosphatase inhibition. Q9GZU7. Recombinant Scp1, phosphopeptide, malachite green phosphate absorbance. inhibition, % at 20 µM. 340,000 tested, 0.88% active. AID 493091;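 active = inhibition above about 50% at 20 µM, limit read from the data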;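 also: plate controls were DMSO wells with enzyme for no effect and wells lacking enzyme for full effect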
# Target sequence (Q9GZU7 76-261 limits assumed): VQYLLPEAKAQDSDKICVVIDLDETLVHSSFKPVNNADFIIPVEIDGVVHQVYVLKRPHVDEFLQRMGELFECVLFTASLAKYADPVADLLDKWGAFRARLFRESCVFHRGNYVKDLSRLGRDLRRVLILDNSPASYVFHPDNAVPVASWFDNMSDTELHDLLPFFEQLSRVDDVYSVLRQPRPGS
#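 Assay system: SCP-1 catalytic fragment, aa 76-261 | Buffer or medium: Tris acetate buffer pH 5.5 with MgCl2 and Tween-20 | Compound: One concentration, 20 µM, with 1.0% DMSO | Also added: Phospho 17-mer peptide substrate | Signal: Absorbance at 630 nm | Incubation: 45 min enzyme reaction at room temperature | Measure: % inhibition of SCP-1 phosphate liberation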
# * hit, by the source's call; i = inactive; nt = no result given; + = active, no number.
SMILES,Rpn11 block,DNMT1 block,NadD inh,LMPTP block,CSN inh,STEP block,Rin1-Abl PPI inh,SUMO1-SIM PPI,Neddyl block,Scp-1 inhibitor
COc1cc(/C=N/NC(=O)c2ccncc2)ccc1OCc1cnc(Cl)s1,i,13,2,0.5,-4,4,-2,-13,i,10
CC1Cc2ccccc2N1CC(=O)NC(=O)NC1CCCCC1 (stereo not given),i,-6,3,0.9,3,6,-1,2,i,-6
CCOC(=O)c1cccnc1SCC(=O)Nc1ccc(C)cc1,i,-1,-5,0.2,-4,3,3,6,i,11
CS(=O)(=O)c1ccc(C(=O)Nc2cccc(-c3nc4ccccc4[nH]3)c2)cc1,i,-5,2,2.5,8,0,-7,-1,i,-5
O=C(OCC(=O)N1CCCCCC1)c1cnc(Cl)c(Cl)c1,i,3,-6,-2.4,0,0,4,-1,i,-5
CCOc1ccccc1N1CC(C(=O)Nc2cccc(S(=O)(=O)N3CCCCC3)c2)CC1=O (stereo not given),i,-1,-11,-0.2,-1,-3,5,-4,i,10
Cc1cc(C)cc(NC(=O)CN(C)CC(=O)N(CC(C)C)c2c(N)n(CC(C)C)c(=O)[nH]c2=O)c1,i,-2,-1,0.2,2,-3,-2,1,i,-10
O=C(NCCCN1CCCCCC1)c1ccc2c(Cl)c3c(nc2c1)CCCC3,+,-5,18,4.6,10,-1,-2,-8,i,3
Cc1ccc(Nc2cc(=O)[nH]c(=O)[nH]2)c(C)c1,i,-4,-3,-1.0,-5,0,-4,2,i,1
O=c1cc(-c2ccsc2)oc2cc(-c3ccc4c(c3)OCO4)ccc12,i,61*,3,68*,21,46*,2,7,nt,68*
COc1ccc(N=c2oc3ccc(OC)cc3cc2-c2nc3ccccc3[nH]2)cc1,i,-8,2,1.5,-4,-2,-1,-25,i,15
O=S(=O)(Nc1cccc(-n2cnnn2)c1)c1cnc(Cl)c(Cl)c1,i,2,-8,-1.3,-1,-4,-1,1,i,0
Cc1ccc(OCc2nnc(N)s2)cc1,i,-4,-3,1.1,-8,1,-4,-6,i,3
Cc1cc(C)nc(NC(=O)c2c(-c3c(Cl)cccc3Cl)noc2C)n1,i,-2,-4,-1.1,0,-2,-2,-2,i,-4
Cc1onc(-c2ccccc2)c1C(=O)N/N=C/c1ccccc1OC(C)C,i,1,3,2.6,0,0,-3,10,i,-8
N#CNC(=Nc1ccccc1F)SCc1ccc(C(=O)O)cc1,i,0,-7,-1.2,0,-2,1,3,i,-4
CSc1nc(Cl)cc(Nc2ccccc2N)n1,i,1,-3,-0.2,-20,0,3,1,i,-5
O=[N+]([O-])c1ccccc1-c1ccc(C(=S)N2CCCC2)o1,i,-8,5,4.4,5,12,4,4,i,-6
COc1cc2cc(C(N)=O)c(N)nc2cc1OC,i,-8,0,-2.1,-8,2,-3,-1,nt,4
O=S(=O)(Cc1ccc(Cl)cc1)N1CCCC1,i,-2,-6,-0.1,0,2,-3,0,i,-2
Cn1c(SCC(=O)Nc2ccc(N3CCOCC3)cc2)nnc1-c1ccccc1F,i,0,-1,-1.0,2,-2,-2,0,i,-5
O=C(NC1CC1)c1cccc(Br)c1,i,8,-7,0.0,-4,-2,2,2,i,-8
CC(=O)c1cccc(NC(=O)c2cc(C(C)C)on2)c1,i,3,-1,-0.4,-1,-1,-1,3,i,-5
CCOC(=O)/C=C/C(=O)OCC(=O)N1CCN(C(=O)c2ccco2)CC1,i,17,-5,-0.6,0,3,1,5,i,21
CCCCC(=O)NNC(=S)NCc1ccccc1,i,-2,-4,-0.8,-2,2,-2,2,i,6
CCCCC(NC(C)=O)c1nc2ccccc2n1CCC (stereo not given),i,1,-6,0.1,1,0,2,3,i,-2
O=S(=O)(Nc1ncccn1)c1ccc(NC(=S)NCCc2ccc(Cl)cc2)cc1,i,1,-1,-0.3,6,3,4,0,i,-3
COc1cccc(NC(=O)Nc2nc(-c3ccc(OC)c(OC)c3)cs2)c1,i,-15,-7,0.1,4,-2,-3,4,i,-7
CCOc1cc(C(=S)N2CCOCC2)ccc1OC(=O)c1cccc(C)c1,i,-3,-7,0.8,-4,4,0,-2,i,-2
CCOc1ccccc1Oc1c(C)oc2c(CN3CCN(C)CC3)c(O)ccc2c1=O,i,1,-5,0.3,2,1,-4,2,nt,-6
COc1ccc(C(=O)Nc2ccccc2C(=O)N(Cc2ccco2)C(C(N)=O)C(C)C)cc1 (stereo not given),i,38,-8,0.2,17,0,0,2,i,-1
CC(C)(O)c1nnn(-c2ccccc2)c1C(F)(F)F,i,4,-5,-1.2,4,0,1,-5,i,1
COc1ccc(S(=O)(=O)Nc2cccc3c2O[C@H](CN(C)Cc2ccc(-c4ccccc4)cc2)[C@@H](C)CN([C@H](C)CO)C3=O)cc1,i,-10,-9,1.8,-4,-1,10,2,i,-4
CCC1CN(C(=O)N2CCC(C(=O)NCc3cccc(OC)c3OC)CC2)c2cc(C)ccc2O1 (stereo not given),i,1,1,1.2,2,-1,4,0,i,-4
COc1ccc(OC)c(NC(=O)Nc2cccc3ccccc23)c1,i,-9,-4,0.3,-1,5,-1,0,i,-11
Cc1ccccc1NC(=O)C1CCN(S(=O)(=O)c2cccc3nonc23)CC1,i,2,0,0.2,0,0,-2,-35,i,-1
O=C1CCC(=O)N1OCCCCOc1ccccc1,i,1,2,-0.2,-5,-5,0,2,i,-3
Cc1ccc(C(=O)N/C(=C\c2cccs2)C(=O)NCC2CCCO2)cc1C (stereo not given),i,-15,1,-2.0,-1,-2,-1,-4,i,-14
COc1cccc(NC(=O)CN(C)CC(=O)NCc2ccc(F)cc2)c1,i,-1,1,-1.4,-2,-2,2,1,i,-8
COc1ccccc1N1CCN(CCOc2c(OC)cccc2OC)CC1,i,0,-4,-1.0,3,-1,3,-2,i,-3
CC(C)Nc1nnc(SCC(=O)/C=C2\N(C)c3ccccc3C2(C)C)s1,i,-2,5,-7.4,3,0,-3,-2,i,-5
CCN(CC(=O)NCc1cccs1)C(=O)/C=C/c1cc(Br)ccc1OC(F)F,i,-3,-12,0.6,0,-1,-5,-12,i,4
O=C(NC(c1ccccc1)c1ccsc1)C1CCN(CCOc2ccc(Cl)cc2Cl)CC1 (stereo not given),i,-11,-3,3.3,-1,2,-1,-4,i,nt
Clc1cccc(Cc2c(-c3cccc(Br)c3)nc3ccc(Cl)cn23)c1,i,13,15,4.4,4,1,0,11,i,nt
O=C(N=Nc1c(O)[nH]c2ccccc12)c1ccco1,i,-2,-6,0.0,-3,1,-8,-18,i,-5
Cc1cc(=O)[nH]c2c1cnn2Cc1ccccc1,i,8,-2,-1.7,3,5,-1,0,i,-5
CCOC(=O)N1CCC(N2C(=O)c3ccccc3C2Nc2cc(Cl)c(OC)cc2OC)CC1 (stereo not given),i,-4,5,-1.1,-4,0,-3,-2,i,-1

# 3 structures already listed, sorted by molecular weight, low to high.
SMILES,Rpn11 block,DNMT1 block,NadD inh,LMPTP block,CSN inh,STEP block,Rin1-Abl PPI inh,SUMO1-SIM PPI,Neddyl block,Scp-1 inhibitor
O=C1CCC(=O)N1OCCCCOc1ccccc1,i,1,2,-0.2,-5,-5,0,2,i,-3
CSc1nc(Cl)cc(Nc2ccccc2N)n1,i,1,-3,-0.2,-20,0,3,1,i,-5
O=C(OCC(=O)N1CCCCCC1)c1cnc(Cl)c(Cl)c1,i,3,-6,-2.4,0,0,4,-1,i,-5

# Copied from the entries so far, three compounds:
SMILES,Rpn11 block,DNMT1 block,NadD inh,LMPTP block,CSN inh,STEP block,Rin1-Abl PPI inh,SUMO1-SIM PPI,Neddyl block,Scp-1 inhibitor
O=C(N=Nc1c(O)[nH]c2ccccc12)c1ccco1,i,-2,-6,0.0,-3,1,-8,-18,i,-5
Cc1cc(=O)[nH]c2c1cnn2Cc1ccccc1,i,8,-2,-1.7,3,5,-1,0,i,-5
CCOC(=O)N1CCC(N2C(=O)c3ccccc3C2Nc2cc(Cl)c(OC)cc2OC)CC1 (stereo not given),i,-4,5,-1.1,-4,0,-3,-2,i,-1
